Screening data (PubChem)
PPC-1+TRAIL kill: compounds killing PPC-1 cancer cells with TRAIL present, primary screen, TRAIL potentiator project, ATPLite luminescence, uHTS. cell killing (% activity), % at 4 µM. 220,000 compounds, 0.41% hits. PPC-1 cells + TRAIL, ATPLite viability luminescence. AID 1443, 2008;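 active = cell killing above 50% in the first pass at 4 µM, then a duplicate retest at 5 µM averaging 50% or more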;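 also: plate controls were cells with TRAIL plus DMSO for no effect and medium-only wells lacking cells for full effect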
14-3-3 Bad PPI: inhibitors of 14-3-3 zeta/Bad binding, primary screen, biochemical, TR-FRET, bovine 14-3-3 zeta. 220,000 compounds, 0.71% hits. inhibition, % at 21.7 µM. 14-3-3 protein zeta/delta (Bos taurus), P63103. TR-FRET 14-3-3zeta/Dy647-pBad peptide displacement, 1 h;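 active = inhibition above about 70%, limit read from the data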;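 also: 0% = full 14-3-3 plus peptide FRET controls and 100% = background without 14-3-3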
Target sequence (P63103 whole entry, looked up): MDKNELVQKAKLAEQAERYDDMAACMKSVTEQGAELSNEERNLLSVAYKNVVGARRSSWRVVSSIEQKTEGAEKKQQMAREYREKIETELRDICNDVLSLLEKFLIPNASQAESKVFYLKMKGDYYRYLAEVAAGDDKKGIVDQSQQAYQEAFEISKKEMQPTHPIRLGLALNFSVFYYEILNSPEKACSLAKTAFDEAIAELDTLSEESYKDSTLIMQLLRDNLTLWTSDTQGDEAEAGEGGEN
EP2 antag: human EP2 receptor antagonists, primary screen, TR-FRET cAMP, C6 glioma cells; Prostaglandin E2 receptor EP2 subtype (Homo sapiens), P43116; C6 glioma cells expressing human EP2; cells stimulated with saturating PGE2; inhibition, % at 25 µM; 260,000 compounds, 0.52% hits;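 active = percent inhibition above 40 after rounding to a whole number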;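 also: rat C6 glioma host cells with rolipram phosphodiesterase inhibitor present; the protocol text gives 20 µM as final concentration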
zfTRPN1 agonist: zebrafish TRPN1 channel agonists, primary screen, cell-based, HEK293, calcium fluorescence; 220,000 compounds, 0.18% hits; activation, % at 3 µM; HEK293 zebrafish TRPN1-YFP, Fluo-8 calcium fluorescence; 100% = response to 87 µM carbachol; transient receptor potential cation channel N1 (TRPN1/NompC), Danio rerio;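 active = activation above its plate's cutoff, the mean activation of test wells on that plate plus 3 SD, cut at about 19% in these data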;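 also: 0% = DMSO alone and 100% = 87 µM carbachol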
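Assay system: Zebrafish TRPN1-YFP in HEK293 cells | Incubation: Dye loading 1 h at 37 °C, then 30 min room temperature | Measured by: Kinetic Fluo-8 fluorescence, ex 470-495, em 515-575 nm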
NPY-Y1 antag: NPY-Y1 receptor antagonists, primary screen, cell-based | inhibition, % at 3.6 µM | HEK293-CNG Y1 cells, membrane potential fluorescence; NPY at EC95, then isoproterenol | AID 1040, 2008 | 200,000 compounds, 1% hits | Neuropeptide Y receptor type 1 (Homo sapiens), P25929;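 active = inhibition above the campaign mean inhibition of all tested compounds plus 3 SD, cut at about 20% in these data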;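 also: 0% = DMSO wells given NPY plus isoproterenol and 100% = isoproterenol alone without NPY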
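Material: HEK293 Y1/CNG channel cell line | Also added: NPY (25 nM), isoproterenol (1 µM), Ro 20-1724 (25 µM) | Compound: One concentration, 3.6 µM, in 0.4% DMSO | Schedule: 3 h dye uptake, 1 h room-temperature compound, 45 min post-isoproterenol | Signal: Membrane-potential fluorescent dye readout | Read-out: % inhibition of NPY effect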
TRPML3 ag: human TRPML3 channel agonists, primary screen, cell-based, HEK293 TRPML3-YFP, Fluo-8 calcium fluorescence, 3 µM | Mucolipin-3 (Homo sapiens), Q8TDD5 | 100% = the carbachol control signal | activation, % at 3 µM | 220,000 compounds, 0.29% hits;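 active = activation above its plate's cutoff, the mean activation of the plate's test wells plus 3 SD, cut at about 12% in these data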;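 also: 0% = DMSO only wells and 100% = carbachol wells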
Target sequence (Q8TDD5 whole entry, looked up): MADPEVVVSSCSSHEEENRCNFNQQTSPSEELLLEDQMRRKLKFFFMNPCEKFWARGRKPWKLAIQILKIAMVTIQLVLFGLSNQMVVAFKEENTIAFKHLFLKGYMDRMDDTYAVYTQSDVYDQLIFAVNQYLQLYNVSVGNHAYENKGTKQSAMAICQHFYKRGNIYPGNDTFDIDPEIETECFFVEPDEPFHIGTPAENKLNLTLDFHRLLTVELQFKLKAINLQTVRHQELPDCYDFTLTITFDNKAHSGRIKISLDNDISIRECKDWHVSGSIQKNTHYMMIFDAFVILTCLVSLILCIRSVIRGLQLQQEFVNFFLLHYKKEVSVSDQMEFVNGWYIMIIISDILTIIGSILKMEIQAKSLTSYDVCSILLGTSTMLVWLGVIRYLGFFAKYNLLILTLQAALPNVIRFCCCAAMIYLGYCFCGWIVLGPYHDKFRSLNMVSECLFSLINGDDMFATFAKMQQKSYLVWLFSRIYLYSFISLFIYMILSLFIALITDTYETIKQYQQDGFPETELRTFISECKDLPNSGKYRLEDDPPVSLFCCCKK
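Material: TRPML3-YFP stable HEK293 cells | Dosing: One concentration, 3 µM nominal, 0.3% DMSO | Timing: 125 s total fluorescence read per well | Technique: Fluo-8 calcium dye fluorescence, ex 470-495, em 515-575 nm | Measure: Percent activation from peak-to-basal fluorescence ratio, scaled between DMSO and carbachol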
CHOP inh: inhibitors of CHOP promoter induction, primary screen, cell-based, unfolded protein response, luciferase reporter | CHO-K1 CHOP-promoter luciferase, tunicamycin-induced, 15-18 h | 220,000 compounds, 3.8% hits | inhibition, % at 10 µM;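 active = compounds that reduced the stress-induced luciferase reporter signal by more than about 70% of percent inhibition, limit read from the data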;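 also: 0% = tunicamycin plus vehicle and 100% = wells without tunicamycin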
EP2 mod: EP2 receptor modulators, cAMP readout, primary screen, cell-based, HTRF cAMP, PGE2 stimulation | induction, % at 25 µM | AID 940, 2007 | 260,000 compounds, 0.83% hits | EP2-expressing cells, cAMP HTRF FRET, PGE2 co-stimulation;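 active = compounds whose cAMP rise, as percent of the full-agonist control response, exceeds 60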;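 also: rat C6 glioma line stably carrying human EP2 under a CMV promoter; the protocol text gives 20 µM as final concentration; 100% = response of wells given 1 µM PGE2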
NPY1 pot ag: NPY-Y1 receptor potentiators or agonists, primary screen, cell-based; Neuropeptide Y receptor type 1 (Homo sapiens), P25929; NPY-Y1 expressing cells, potentiator/agonist activation; activation, % at 3.6 µM; 220,000 compounds, 0.37% hits; AID 1304, 2008; in the data active = activation above about 33%, passing the limit was not always enough;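 also: cells stimulated with NPY at EC10 then isoproterenol at EC100; 0% = low agonist plus stimulus and 100% = saturating agonist plus stimulus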
Active calls of the source: *; / = no result given; & = joins results of further samples; [ ] = dose if it differs, or a comment.

SMILES	PPC-1+TRAIL kill	14-3-3 Bad PPI	EP2 antag	zfTRPN1 agonist	NPY-Y1 antag	TRPML3 ag	CHOP inh	EP2 mod	NPY1 pot ag
O=C1c2cccc3cccc(c23)N1CN1CCN(c2ccccn2)CC1	-13	2	26	-0.5	3	0.6	1	-4	11
Cc1cccc(S(=O)(=O)Nc2ccc3c(c2)OCCO3)c1	11	-5	8	-0.9	-3	0.2	12	-1	7
CCOc1ccc(NS(=O)(=O)c2ccc3c(c2)CCN3C(=O)CCC(=O)O)cc1	-3	2	8	-0.8	-2	0.3	24	31	-14
Cc1ccc(C(=O)N(C)c2nnc(-c3ccncc3)s2)cc1	12	4	4	2.4	3	0.9	-3	-13	-8
O=C(NC1CCCCC1)N1CCN(S(=O)(=O)c2ccc(F)cc2)CC1	27	-9	3	1.4	-2	1.2	14	12	3
CC(=O)Nc1cc(C(=O)N2CCCC2)ccc1Sc1ccc(C)cc1	7	-4	9	-1.2	-5	-0.4	47	7	10
O=C1N(Cc2cccc(Cl)c2)C[C@@H]2C[C@@H](c3ccco3)N3CCC[C@@]123	3	2	8	-0.3	22*	-0.2	6	6	3
O=C(CN(c1cccc([N+](=O)[O-])c1)S(=O)(=O)c1ccccc1)NCc1ccccc1	20	-26[fluorescence artefact?]	5	0.2	-1	-0.1	-3	10	17
O=C1OC(c2ccc(Cl)cc2)=N/C1=C\C=C\c1ccco1	12	-1	7	1.0	5	0.9	-24	-10	7
CCCCn1c(SCC(=O)NC(C)(C)C)nnc1-c1ccco1	13	9	7	0.8	1	0.1	15	26	27
CCCC1(c2ccccc2)NC(=O)N(CC(=O)Nc2cc(S(=O)(=O)N3CCOCC3)ccc2Cl)C1=O (configuration not stated)	-5	-2	4	-0.7	6	0.1	14	-16	-21
N#Cc1nc(COc2cccc(Cl)c2)oc1N1CCN(c2ccccc2)CC1	-15	-10	7	-1.4	8	0.0	-2	-51	-20
COC(=O)c1[nH]c2ccc(F)cc2c1NS(=O)(=O)c1ccc(OC)cc1OC	4	2	9	1.7	-2	1.7	20	-5	11
Cc1ccc2c(c1)COc1c3ccc(C(=O)NC(C)C)cc3nn1-2	33	4	8	/	/	/	-39	-7	/
Cc1ccccc1C(=O)NC1CCN(C(=O)N2CCOCC2)CC1	11	-8	11	-0.6	12	0.8	0	17	1
COc1ccc(Oc2nc(OC)cc(OC)n2)cc1	20	17	6	-1.9	-3	-0.4	-1	0	-5
Cc1ccc(/C([O-])=C(/C(=S)NCc2ccccc2)[n+]2ccccc2)cc1[N+](=O)[O-]	14	-5	6	-0.5	-4	0.7	3	3	-3
Cc1ccc(C)n1NC(=O)c1cccc(Cl)c1	24	-17	16	0.5	6	-0.6	-4	-26	-6
COC(=O)c1ccc(C)c(NC(=O)CCSc2ccc(C)cc2)c1	13	-4[fluorescence artefact?]	6	-1.2	-3	-0.6	32	-5	-24
COC(=O)c1c(NC(=O)/C=C/c2ccco2)sc2c1CCC2	11	-4	4	0.2	4	0.9	43	-4	-13
O=C(Nc1ccccc1Cc1ccccc1)C1CC(=O)N(c2ccc3c(c2)OCCO3)C1 (configuration not stated)	9	20[fluorescence artefact?]	6	-0.6	5	0.9	35	8	-10
NC(=S)N/N=C1\CC(n2nnn(-c3cccc(Cl)c3)c2=S)C2COC1O2 (configuration not stated)	-11	-2	2	-0.2	6	0.1	14	-26	-7
Nc1c(C(=O)OCC(=O)Nc2ccc(Cl)cc2[N+](=O)[O-])[nH]c(=O)[nH]c1=O	7	1	3	1.2	/	0.9	31	-18	16
COCCCn1nnnc1SCC(=O)N1CCCC1	21	-11	4	0.8	-3	0.8	10	3	26
O=C(C1=C[C@H](c2csc3ccccc23)C[C@H](OCCCCO)O1)N1CCN(Cc2ccc3c(c2)OCO3)CC1	-12	0	12	-0.3	-3	0.0	16	-14	-2
SMILES	PPC-1+TRAIL kill	14-3-3 Bad PPI	EP2 antag	zfTRPN1 agonist	NPY-Y1 antag	TRPML3 ag	CHOP inh	EP2 mod	NPY1 pot ag
O=C(CCc1nnc(CCC2CCCCC2)o1)NCCc1cccnc1	5	-7	9	0.5	9	0.4	-4	12	5
COc1ccc(CCNC(=O)c2ccc(CNS(=O)(=O)c3cc(C)ccc3C)cc2)cc1OC	23	2[fluorescence artefact?]	13	0.4	4	0.4	21	-32	-9
C/C(=N\NC(=O)c1cccc(F)c1)c1cccc(NC(=O)c2ccc(F)cc2)c1	23	-11	5	0.2	1	1.6	-36	-6	0
CCO[C@H]1OC(C(=O)Nc2ccccc2)=C[C@@H](c2coc3ccccc3c2=O)[C@@H]1CCCO	1	-4	17	0.1	0	0.4	10	10	-6
COc1cc2ccccc2cc1C(=O)NC(=S)Nc1cccc(C(=O)O)c1	-21	-7	3	-0.4	3	0.5	6	95*	-32
CCC(=O)NC(C)C(c1cccs1)N1CCOCC1 (configuration not stated)	/	/	3	1.2	4	0.4	/	/	3
Cc1ccc(NC(=O)NC2(C(=O)NCc3ccco3)CCCCC2)cc1	21	1	11&4	-0.4	3	0.2	-3	17&8	3
Cc1cccc2cc(C#N)c(SCC(=O)NCc3cccs3)nc12	-8	-26	20	-1.0	5	0.8	20	21	-4
NCCc1c(C(=O)O)[nH]c2ccc([N+](=O)[O-])cc12	21	25	3	1.2	/	0.3	13	0	2
C=CCSc1n[nH]c(-c2ccc(OCCCC)cc2)n1	20	2	10	-0.8	11	2.3	106*	57	-4
CCOC(=O)C1CCN(C(=O)c2cccnc2Oc2ccccc2)CC1	2	1	7	1.5	/	-0.2	-1	-25	-20
CCCCCOCC(O)CCC(=O)NN (configuration not stated)	24	-6	14	-1.2	2	0.1	8	5	-28
COc1cccc(CNC(=O)C2=Cc3cccc(OC)c3OC2)c1	-3	-6	5	0.1	6	1.0	-21	-83	-27
C[C@@H]1CN(C(=O)c2nc3ccc(Cl)cn3c2CNCC[C@@H]2C[C@@H]3C=C[C@H]2C3)C[C@H](C)O1	12	1	4	-1.2	24*	0.6	25	19	1
CCOC(=O)c1cc(-c2ccccc2)n[nH]1	15	1	12	2.0	/	0.1	12	-16	13
Cc1nc(NC(=O)/C=C/c2ccco2)sc1C	7	-19	4	-1.4	-3	0.9	-31	-5	-15
CCc1nnc(NC(=O)CSc2nnc(-c3cc4ccccc4cc3O)n2CC)s1	-1	9	9	-1.2	-6	0.0	66	-2	19
Cc1ccc(N2C(=O)N(C(C)C)C(C)(C)CC2(C)O)cc1 (configuration not stated)	12	2	3	-2.4	/	-0.3	9	16	3
Cc1ccc(OCc2nnc(SCc3cc(=O)[nH]c4ccccc34)o2)cc1	-23	4	11	-0.5	15	0.8	41	-31	-23
C/C=C(/C)C(=O)O[C@@H]1c2c(ccc3ccc(=O)oc23)O[C@@H]1C(C)(C)OC(=O)/C(C)=C\C	13	-2[fluorescence artefact?]	7	-0.3	20	0.3	10	48	-39
O=S(=O)(c1ccc(-c2nnc(SCc3ccccc3)o2)cc1)N1CCCC1	8	3	6	-0.1	-8	0.6	25	24	10
CCOC(=O)c1cc2c(s1)-c1ccccc1CC2	12	7	11	-0.8	-4	1.4	29	26	-12
COCCN(Cc1cc2ccccc2[nH]c1=O)C(=O)c1ccccc1OC	29	10	4	0.9	-6	0.1	17	2	-6
O=C(CCc1c[nH]c2ccccc12)NC1CC1	8	13	10	-1.0	-3	-0.4	1	8	-18
COc1ccc(C(=O)NNC(=O)C(Cc2ccc(O)cc2)NC(=O)c2ccccc2NC(=O)c2ccc(OC)cc2)cc1 (configuration not stated)	20	42	4	1.0	1	0.1	-3	-4	-12
COc1cc(C(=O)N(Cc2cc3cc(C)ccc3[nH]c2=O)CC2CCCO2)cc(OC)c1OC (configuration not stated)	24	1	13	-0.5	-2	0.4	2	10	20
CCOC(=O)C1CCN(C(=O)C2(NC(=O)NC3CCCCC3)CCCCC2)CC1	-4	-2	8&8	-0.9	4	0.6	-21	8&24	17
Cc1ccc(C)c(NC(=O)CSc2nnc(CNC(=O)c3cccs3)o2)c1	-10	-6	9	0.6	4	0.8	9	5	4
CCOC(=O)Cn1nc(/C=C/c2ccc(OC)cc2)ccc1=O	/	/	7	-0.5	7	0.4	/	/	3
O=C(c1ccc([N+](=O)[O-])cc1)N1CCC(n2nnc3cc(F)ccc32)CC1	/	-5	16	-0.1	1	-0.3	-8	-3	1

As a short view, part of the list above:
SMILES	PPC-1+TRAIL kill	14-3-3 Bad PPI	EP2 antag	zfTRPN1 agonist	NPY-Y1 antag	TRPML3 ag	CHOP inh	EP2 mod	NPY1 pot ag
CCOC(=O)c1cc2c(s1)-c1ccccc1CC2	12	7	11	-0.8	-4	1.4	29	26	-12
COCCN(Cc1cc2ccccc2[nH]c1=O)C(=O)c1ccccc1OC	29	10	4	0.9	-6	0.1	17	2	-6
O=C(CCc1c[nH]c2ccccc12)NC1CC1	8	13	10	-1.0	-3	-0.4	1	8	-18
COc1ccc(C(=O)NNC(=O)C(Cc2ccc(O)cc2)NC(=O)c2ccccc2NC(=O)c2ccc(OC)cc2)cc1 (configuration not stated)	20	42	4	1.0	1	0.1	-3	-4	-12
COc1cc(C(=O)N(Cc2cc3cc(C)ccc3[nH]c2=O)CC2CCCO2)cc(OC)c1OC (configuration not stated)	24	1	13	-0.5	-2	0.4	2	10	20
CCOC(=O)C1CCN(C(=O)C2(NC(=O)NC3CCCCC3)CCCCC2)CC1	-4	-2	8&8	-0.9	4	0.6	-21	8&24	17
Cc1ccc(C)c(NC(=O)CSc2nnc(CNC(=O)c3cccs3)o2)c1	-10	-6	9	0.6	4	0.8	9	5	4
CCOC(=O)Cn1nc(/C=C/c2ccc(OC)cc2)ccc1=O	/	/	7	-0.5	7	0.4	/	/	3
O=C(c1ccc([N+](=O)[O-])cc1)N1CCC(n2nnc3cc(F)ccc32)CC1	/	-5	16	-0.1	1	-0.3	-8	-3	1

Marked active in EP2 mod, among the entries above:
mol | 14-3-3 Bad PPI | NPY-Y1 antag | TRPML3 ag | CHOP inh | EP2 mod | NPY1 pot ag
COc1cc2ccccc2cc1C(=O)NC(=S)Nc1cccc(C(=O)O)c1 | -7 | 3 | 0.5 | 6 | 95* | -32

Some of the compounds tested; the hit share may differ from the screen's.
